High-throughput results deposited in PubChem BioAssay by several laboratories.
Her2 expr inh = inhibitors of Her2 protein expression, primary screen, SKBR-3 cells, AlphaScreen, 66K library. Receptor tyrosine-protein kinase erbB-2 (Homo sapiens), P04626. SKBR-3 HER2 protein level, 18-24 h; active compounds read low. HER2 level % of control, % at 10 µM. 65,000 tested, 0.69% active. AID 645, 2007;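 active = HER2 level under 5% of the carrier-only control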;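 note: 100% = DMSO carrier and 0% = 500 nM PU-H71 HSP90 inhibitor; lower value means stronger loss of Her2 protein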
PKA inh = inhibitors of human PKA kinase activity, primary screen, biochemical, ATP-depletion luminescence, Kemptide substrate; PKA Kemptide phosphorylation, Kinase-Glo ATP luminescence; inhibition, % at 6 µM; 65,000 tested, 0.1% active; AID 524, 2006;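 active = inhibition above the screen-wide mean inhibition plus 3 SD, cut at about 21% in these data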; note: many of its hits are not listed in these tables
CatB block = human cathepsin B inhibitors, primary screen, biochemical, fluorogenic substrate; 63,000 tested, 0.1% active; AID 453, 2006; purified cathepsin B, fluorescence; inhibition, %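 (tested at 10 µM)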; in the data active = inhibition above about 21%;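 note: 0% = enzyme with no compound and 100% = no enzyme blank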
CatS inh = inhibitors of human cathepsin S, biochemical, compound mixtures. P25774. recombinant cathepsin S, AMC dipeptide fluorescence, pooled mixtures. inhibition, %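 (tested at 5 µM per compound within 10-compound mixtures)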. 62,000 tested, 0.06% active. AID 501, 2006; in the data active = inhibition above about 32%, passing the limit was not always enough;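 note: 0% = enzyme without compound and 100% = blank without enzyme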
Target sequence (P25774 115-331 limits assumed): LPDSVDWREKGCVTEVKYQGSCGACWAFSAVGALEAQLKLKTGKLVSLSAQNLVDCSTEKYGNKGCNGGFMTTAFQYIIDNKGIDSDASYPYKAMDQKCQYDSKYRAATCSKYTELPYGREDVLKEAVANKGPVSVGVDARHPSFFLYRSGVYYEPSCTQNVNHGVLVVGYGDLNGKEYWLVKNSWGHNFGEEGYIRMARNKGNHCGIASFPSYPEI
ROCK2 blocker = inhibitors of human ROCK2 kinase, primary screen, biochemical, high-throughput, luminescence | 60,000 tested, 0.35% active | inhibition, % at 6 µM | purified ROCK2, Kinase-Glo ATP depletion luminescence | AID 604, 2007 | Rho-associated protein kinase 2 (Homo sapiens), O75116;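 active = inhibition above the screen-wide mean inhibition plus 3 SD, cut at about 18% in these data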;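 note: plate controls were DMSO wells for no effect and Y-27632 control wells after no-enzyme background subtraction for full effect; many of its hits are not listed in these tables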
CatB mixtures = cathepsin B inhibitors from pooled compounds, primary screen, biochemical, compound mixtures, AMC fluorescence. P07858. Purified cathepsin B, AMC dipeptide fluorescence. inhibition, %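 (ten-compound pools at 5 µM per compound and 50 µM total)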. 62,000 tested, 0.06% active. AID 488, 2006; in the data active = inhibition above about 22%, passing the limit was not always enough;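 note: 0% = enzyme without compound and 100% = no enzyme blank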
CatL inh = inhibitors of human cathepsin L, biochemical. Procathepsin L (Homo sapiens), P07711. purified cathepsin L, fluorogenic substrate, fluorescence. inhibition, %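 (tested at 10 µM)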. 58,000 tested, 0.17% active; in the data active = inhibition above about 45%;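 note: 0% = enzyme with no compound and 100% = no enzyme blank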
Target sequence (P07711 114-288 limits assumed): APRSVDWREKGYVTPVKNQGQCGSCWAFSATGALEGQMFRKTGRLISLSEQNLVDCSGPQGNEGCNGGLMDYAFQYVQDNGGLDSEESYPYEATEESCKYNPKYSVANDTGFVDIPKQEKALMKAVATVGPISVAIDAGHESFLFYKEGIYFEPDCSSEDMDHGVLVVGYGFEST
Target sequence (P07711 292-333 limits assumed): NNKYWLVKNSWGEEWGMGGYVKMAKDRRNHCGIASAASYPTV
C1s inh = complement C1s protease inhibitors, primary screen, biochemical, 10-compound mixtures | AID 538, 2006 | purified C1s, fluorogenic AMC substrate, pooled mixtures | 62,000 tested, 0.16% active | mean inhibition % of two 10-compound mixtures (active compounds read high), % at 5 µM (by protocol) | Complement C1s subcomponent (Homo sapiens), P09871;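 active = inhibition above 20% in each of the two 10-compound mixture wells holding the compound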;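 note: 0% = enzyme wells lacking compound mixture and 100% = no-enzyme blank wells; some compounds called inactive have numbers as strong as hits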
CatG inh = human cathepsin G inhibitors, primary screen, biochemical, pooled compound mixtures, AMC fluorescence; purified enzyme, AMC-tetrapeptide fluorescence; 62,000 tested, 0.2% active; AID 581, 2007; inhibition, % at 5 µM (by protocol); P08311;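 active = inhibition above 20% in each of the two mixture wells holding the compound; inactive = inhibition of 20% or less in either well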;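 note: 0% = enzyme control without mixture and 100% = blank lacking enzyme; strong numbers were not always called active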
Target sequence (P08311 21-244 limits assumed): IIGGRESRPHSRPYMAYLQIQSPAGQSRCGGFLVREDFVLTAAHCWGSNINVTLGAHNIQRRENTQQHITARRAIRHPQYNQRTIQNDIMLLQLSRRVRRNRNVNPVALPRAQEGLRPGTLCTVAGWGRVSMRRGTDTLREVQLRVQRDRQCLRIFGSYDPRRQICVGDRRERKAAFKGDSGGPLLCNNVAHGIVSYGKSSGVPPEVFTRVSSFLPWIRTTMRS
* marks the source's active call; other numbers are inactive results; nt = not tested or not shown.

Her2 expr inh	PKA inh	CatB block	CatS inh	SMILES	ROCK2 blocker	CatB mixtures	CatL inh	C1s inh	CatG inh
100	13	3	-7	COc1cc(OC)c(-c2nc3cnccc3n2C)cc1OC	7	2	-8	0	-5
58	0	-5	-3	Cc1nn(CC(=O)Nc2ccc3c(c2)oc2ccccc23)c(=O)c2ccccc12	3	-6	13	-6	-2
97	5	1	3	CCC(Oc1ccc(C)c(C)c1)C(=O)O (stereo not given)	4	3	10	9	10
82	10	0	-6	CCn1c(SCc2nc3ccccc3[nH]2)nnc1-c1ccncc1	6	1	4	6	6
62	2	2	nt	O=C1CCC(=O)N1CNc1ccccn1	-18	nt	23	nt	nt
117	12	5	3	Clc1ccc(C2=Nn3c(nnc3-c3cccnc3)SC2)s1	8	-1	20	13	34
100	-4	0	-13	COc1cc2c3c(c1)C1(C(=O)N3C(C)(C)C=C2C)C(C#N)=C(N)Oc2cc(C)oc(=O)c21 (stereo not given)	-6	-6	-6	-106	-5
102	10	-3	-7	COC(=O)c1cc(=O)nc2sc3ccccc3n12	3	1	-3	0	-1
109	5	5	-4	O=c1c[n+]([O-])c2ccccc2n1OCc1ccccn1	5	4	-4	-2	0
82	-1	0	-9	CCCS(=O)(=O)N1CCCC(C(=O)NC(C)c2ccc3c(c2)OCCO3)C1 (stereo not given)	-2	-6	-13	-16	4
109	1	1	-4	COC(=O)c1ccc2c(=O)n(Cc3ccc4c(c3)OCO4)c(SCC(=O)N3CCCC3)nc2c1	nt	1	3	11	9
106	11	2	-5	O=C(N1CCOCC1)C(F)(F)C(F)(F)C(F)(F)C(F)(F)C(=O)N1CCOCC1	4	5	nt	17	12
124	8	4	-3	O=C1CC(C(=O)N2CCOCC2)C2(CCCC2)O1 (stereo not given)	8	1	7	-12	-2
68	4	-5	-32	C=CCN(CC=C)C(=O)C1CC(=O)N(c2ccc(Br)cc2)C1 (stereo not given)	7	3	-9	13	9
114	10	2	13	CCCC(=O)NCc1ccc2c(c1)cc(C)n2C	4	-2	9	-41	-1
89	11	1	0	CCOC(=O)C1=C(C)NC(=O)NC1c1ccccc1Cl (stereo not given)	5	-6	-5	1	9
86	6	7	-2	CNC(=O)c1ccccc1NC(=O)c1ccc(C)c(S(=O)(=O)N2CCCCC2)c1	6	-3	6	5	10
106	11	1	-7	O=C(CCN1C(=O)C2C3C=CC(C3)C2C1=O)NCCc1ccccc1 (stereo not given)	6	1	-4	-7	9
43	7	5	-12	COc1ccccc1N1CCN(CC(=O)Nc2cc(C)nn2-c2nc(C)cc(C)n2)CC1	nt	2	0	16	8
98	4	2	12	O=C(CCC(=O)N1CCN(S(=O)(=O)c2ccccc2)CC1)c1cccs1	4	0	7	-10	2

Her2 expr inh	PKA inh	CatB block	CatS inh	SMILES	ROCK2 blocker	CatB mixtures	CatL inh	C1s inh	CatG inh
85	5	0	-6	Cn1c(=O)c2c(nc(SCc3cccnc3)n2Cc2ccc(F)cc2)n(C)c1=O	-1	2	-3	-13	-10
98	-2	-1	-2	O=C(CSc1n[nH]c(-c2ccccc2)n1)c1ccc(O)c(O)c1	-1	1	6	-6	-2
80	-4	-3	-5	CCn1c(SCC(=O)Nc2ccc(NC(=O)c3cccs3)cc2)nnc1-c1cccnc1	4	2	-5	14	11
112	-1	1	-21	CCCN1C(=O)c2ccccc2NC1c1ccc(OC)cc1OC (stereo not given)	1	2	-132	-27	-1
87	-8	4	13	CN(C)CCCN(C(=O)c1cccs1)c1nc(-c2ccccc2)cs1	5	6	10	14	11
103	-7	3	11	CCOC(=O)C1=C(Nc2cccc(Cl)c2)OCC1=O	-5	-1	nt	-1	-2
93	-3	4	21	N#Cc1c2c(c(NCCN3CCOCC3)n3c1nc1ccccc13)CCCC2	1	5	-5	3	14
75	-1	3	6	COc1cc(C)nc(N2CCCC(C(=O)Nc3cccc(Cl)c3C)C2)n1 (stereo not given)	nt	4	11	5	7
101	0	1	-1	Cn1c(Cn2c(=O)sc3ccccc32)nnc1SCC(=O)NCc1ccccc1	0	6	nt	7	1
107	3	4	14	CN1/C(=C\C(=O)COC(=O)CN2C(=O)C3CC=CCC3C2=O)C(C)(C)c2ccccc21 (stereo not given)	2	7	-5	-8	-11
102	9	2	-2	COC(=O)CC1Oc2ccccc2N(Cc2ccccc2)C1=O (stereo not given)	4	7	-1	14	13
89	5	4	16	CCc1ccc(OC(=O)c2ccn(CC)n2)cc1	11	5	13	17	10
91	6	-1	-5	CC1(C)CC2CC(C)(CN2C(=O)C23CCC(C)(C(=O)O2)C3(C)C)C1 (stereo not given)	12	0	nt	5	9
94	6	1	-8	CCOC(=O)C1=C(C)NC(C)=C(C(=O)OCC)C1c1ccc(OC)cc1	1	4	19	8	6
107	-1	6	-3	Cc1nn(C(=O)CCCC(=O)n2nc(C)c(Cl)c2C)c(C)c1Cl	4	3	-8	16	12
71	16	0	-12	CC(OC(=O)c1cc2sccc2n1C)C(=O)NCC1CCCO1 (stereo not given)	4	-12	nt	-52	-11
77	2	6	-10	Cc1nn(C)c(C)c1CNC(=O)c1cc2n(n1)C(C(F)(F)F)CC(c1cccs1)N2 (stereo not given)	1	-10	-2	-23	-8
72	5	6	7	Clc1ccccc1OCc1nnc(-c2ccccc2Br)o1	5	1	12	-5	-1
82	-4	nt	2	O=C(O)c1cccc(S(=O)(=O)N2CCCC2)c1	2	-2	15	6	5
86	5	8	-1	CC(=O)Nc1ccc(C(=O)NC2CCCC2)cc1	5	0	16	-14	3

Profiles, quoted from the list.
Profile of `O=c1c[n+]([O-])c2ccccc2n1OCc1ccccn1` : Her2 expr inh: 109; PKA inh: 5; CatB block: 5; CatS inh: -4; ROCK2 blocker: 5; CatB mixtures: 4; CatL inh: -4; C1s inh: -2; CatG inh: 0
Profile of `Cn1c(Cn2c(=O)sc3ccccc32)nnc1SCC(=O)NCc1ccccc1` : Her2 expr inh: 101; PKA inh: 0; CatB block: 1; CatS inh: -1; ROCK2 blocker: 0; CatB mixtures: 6; CatL inh: nt; C1s inh: 7; CatG inh: 1
Profile of `Cc1nn(C(=O)CCCC(=O)n2nc(C)c(Cl)c2C)c(C)c1Cl` : Her2 expr inh: 107; PKA inh: -1; CatB block: 6; CatS inh: -3; ROCK2 blocker: 4; CatB mixtures: 3; CatL inh: -8; C1s inh: 16; CatG inh: 12

Remaining list, next part
Her2 expr inh	PKA inh	CatB block	CatS inh	SMILES	ROCK2 blocker	CatB mixtures	CatL inh	C1s inh	CatG inh
100	11	-2	-3	COC(=O)C1CCN(S(=O)(=O)Cc2ccccc2)CC1	6	0	-3	0	-2
103	4	-4	-2	COc1ccc(-c2c3c(=O)n(C)c(=O)n(C)c3cn2-c2ccccc2)cc1	8	3	3	5	1
113	7	6	8	C/C(N)=C(/C#N)C(=O)CSc1ccc2c(c1)OCCO2	-1	7	27	14	14
96	0	10	10	Nc1nc(-c2c[nH]c3ccccc23)cs1	-2	6	4	-10	-5
114	0	-5	-5	O=C(CN1CCOCC1)OCCCc1ccccc1	1	3	-6	-2	2
85	-1	1	7	COc1cc(Cl)cc(C2NC(=O)NC(C)=C2C(=O)NCc2ccccc2)c1O (stereo not given)	3	3	12	14	13
98	8	0	-2	COc1ccc(-c2nc(N)n(C(C)=O)n2)cc1	6	-2	0	3	5
-22*	1	-4	-18	OC(CN1CCN(c2cccc(C(F)(F)F)c2)CC1)c1c[nH]c2ccccc12 (stereo not given)	4	4	-8	8	0
98	7	0	8	CC(C)(C)C1CCc2onc(C(=O)NC3CCCC3)c2C1 (stereo not given)	4	-3	18	5	1
112	-1	-1	9	O=C(NCCN1CCOCC1)C1CC(=O)N(c2ccc(F)c(Cl)c2)C1 (stereo not given)	-2	4	3	-6	3
102	1	-2	2	Cc1ccc(S(=O)(=O)N2CCC(C(=O)N[C@@H](C)C(=O)NCc3ccccc3)CC2)cc1	nt	-9	nt	-10	-6
124	-3	0	1	COc1ccc(C2=CSC3=NCCN23)cc1F	0	5	3	15	10
88	14	0	1	Cc1sc2ncnc(-n3cnc4ccccc43)c2c1C	-4	-2	-5	2	0
106	0	4	1	CC1=C(C(=O)OC2CCCCCCC2)C(c2ccc(O)cc2)NC(=O)N1 (stereo not given)	-2	0	nt	6	4
90	-1	4	-4	Cc1ccccc1Nc1nc(N)nc(CN2C(=O)NC3(CCCCC3C)C2=O)n1 (stereo not given)	-1	5	-3	13	10
95	9	4	-15	COC(=O)c1sc(NC(=O)c2csc3c2CCCC3)nc1C	-1	0	-2	11	9
96	2	0	2	CCOc1ccccc1NC1c2ccccc2C(=O)N1Cc1ccco1 (stereo not given)	3	0	nt	9	10
114	8	2	-2	CC(=O)Nc1ccc(S(=O)(=O)N2CCC(N(C)CCC(C)C)CC2)cc1	5	1	3	8	8
109	6	-2	7	N#Cc1cc2c(nc1SCC(O)CS(=O)(=O)Cc1ccccc1)CCCC2 (stereo not given)	-3	-4	0	-1	-5
30	-9	-8	2	Cn1c(-c2ccco2)nc2cc3ccccc3cc21	-36	0	-57	-68	1

Her2 expr inh	PKA inh	CatB block	CatS inh	SMILES	ROCK2 blocker	CatB mixtures	CatL inh	C1s inh	CatG inh
90	0	-4	10	C=CCN(CC(=O)NCc1ccc(OC)cc1)C(=O)c1csnn1	1	4	-1	-5	3
84	14	-1	4	CCc1[nH]nc2c1C1(CCOC1C)C(C#N)=C(N)O2 (stereo not given)	6	0	nt	9	0
89	1	0	0	O=C(Nc1ccc(N2CCN(c3ccc(O)cc3)CC2)cc1)Oc1ccccc1	1	6	-5	0	0
111	9	-1	4	CC(C)n1c(Sc2nccn2C)nc2c1c(=O)n(C)c(=O)n2C	4	3	5	4	-2
79	-7	2	6	Clc1ccc(NC2=NCCC2)cc1Cl	-6	0	2	0	3
97	1	6	-1	CC1(C)CNC(=O)c2sc(NC(=O)CN3CCOCC3)nc2C1	4	0	11	10	13
109	6	6	9	Cc1ccc(-c2nnc(SCC(=O)O)n2N)cc1	2	3	1	11	10
112	11	3	4	COc1ccc2c(=O)c(N3C(=O)c4ccccc4C3=O)coc2c1	5	2	6	-20	9
101	10	5	-13	CCOC(=O)c1sc(NC(=O)CSc2nnc(Cc3ccccc3)o2)c(C#N)c1C	4	1	-3	-163	-12
57	8	1	-2	CCc1ccc(S(=O)(=O)NCc2cn3c(C)csc3n2)s1	1	3	10	-16	3
102	8	5	-11	Fc1cccc(C2CC(c3cccc(Br)c3)Nc3nnnn32)c1 (stereo not given)	4	-14	10	-87	-31
103	3	-3	-5	CCOc1ccc(OCC)c(NC(=O)CSCC(=O)O)c1	10	3	-17	4	-1
97	3	1	11	CCOC(=O)C1CCCN(C(=O)CN2CCN(Cc3ccc(Cl)cc3)C2=O)C1 (stereo not given)	nt	6	nt	5	3
86	2	3	1	CN1CCN(Cc2cc(=O)oc3ccc(Cl)cc23)CC1	4	1	-4	-10	-12
74	5	5	-1	CC(=O)c1c(C(C)=O)c(C)n(CCCCn2c(C)c(C(C)=O)c(C(C)=O)c2C)c1C	5	1	1	-6	-3
111	7	6	16	Cn1cc(Cl)c(C(=O)NC2CCCC2)n1	6	3	29	-18	-35
35	-4	2	-7	CCOC(=O)c1ccc(NC(=O)CCc2nc(-c3ccccc3Cl)no2)cc1	7	3	20	11	7
94	7	2	14	O=C(Nc1ccccc1N1CCN(C(=O)c2ccc(Cl)cc2)CC1)c1ccc2c(c1)OCO2	4	1	9	13	11
70	-8	0	-5	COc1cc(NC(=O)C2CCN(S(=O)(=O)c3ccc(Cl)cc3)CC2)ccc1-n1cnnn1	7	4	5	14	13
108	-2	4	19	CN=CC1=C(O)CC(C)(C)CC1=O	-7	4	0	-21	-11

Not all compounds are listed. The share of hits here may be higher or lower than overall.
